Coupling enz: coupling enzyme interference in Giardia aldolase counter-screen | 0.67% of 290,000 active | activity change, negative = inhibition, % at 58.2 µM, hits read low | coupling enzyme system counterscreen, AmpLite Red fluorescence | AID 2472; in the data active = activity change below about -30%; note: % is set by controls: 0 for no effect and ±100 for the full control effect
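First, compound is pin-transferred into glyceraldehyde-3-phosphate coupling-enzyme reagent at 57.5 uM final and held 10 min at RT. Next, substrate, coupling system and AmpLite Red are added. After 20 min RT, fluorescence (525/598 nm) is read.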
Menin-MLL TR inh: displaces Texas Red mutant MLL peptide from human menin | O00255 | Menin + Texas Red MLL mutant peptide, fluorescence polarization | Potency, µM (top dose mostly 61.6 µM), without a hit: at the top dose FP activity change, negative = inhibition, actives largely listed as inhibitors | 0.23% of 270,000 active; active = well fitted inhibition curve with a large enough effect in the polarisation, with a control signal flat, not every such curve was filed as active; inconclusive = small, poorly fitted or top-dose-only effect, or effect the other way, or a change in a side signal; inactive = no such curve, though single readings can be large or run the other way; the % refers to the polarisation; note: potency is the fitted concentration of half-maximal effect; % of control where 0% means no effect; many of its hits are not listed in these tables
Target sequence (O00255 whole entry, looked up): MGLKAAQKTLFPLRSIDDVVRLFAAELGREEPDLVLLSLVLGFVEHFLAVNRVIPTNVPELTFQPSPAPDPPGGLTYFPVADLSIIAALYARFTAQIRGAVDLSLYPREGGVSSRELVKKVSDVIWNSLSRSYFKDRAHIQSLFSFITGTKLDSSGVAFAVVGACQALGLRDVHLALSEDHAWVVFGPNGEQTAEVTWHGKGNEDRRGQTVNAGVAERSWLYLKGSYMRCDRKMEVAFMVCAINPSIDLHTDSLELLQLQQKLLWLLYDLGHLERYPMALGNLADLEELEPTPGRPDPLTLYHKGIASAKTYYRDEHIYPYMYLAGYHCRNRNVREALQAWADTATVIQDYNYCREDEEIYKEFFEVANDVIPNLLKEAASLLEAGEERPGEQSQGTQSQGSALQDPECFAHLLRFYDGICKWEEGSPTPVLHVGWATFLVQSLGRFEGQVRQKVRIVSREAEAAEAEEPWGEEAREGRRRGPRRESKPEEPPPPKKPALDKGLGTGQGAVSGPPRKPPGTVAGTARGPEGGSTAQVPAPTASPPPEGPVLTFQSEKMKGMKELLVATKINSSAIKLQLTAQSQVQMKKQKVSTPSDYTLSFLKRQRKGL
Starred values were filed as active, the others as inactive; ? = inconclusive; & = joins results of further samples; [ ] = dose if it differs, or a comment. These rows are one share of the data, so the mix of outcomes need not match the whole.

SMILES | Coupling enz | Menin-MLL TR inh
CCCCCCCCCCCCCCCC(=O)NC(C)C | 6 | -21%[24.8 µM]
Cc1noc(C)c1-c1cc(NC2CC2)ncn1 | -7 | -8%
COc1ccc(COC(=O)N/N=C2/C[C@@H](O)[C@@H](O)[C@@H]3[C@@H]4C(=O)N(Cc5ccccc5)C(=O)[C@H]4CC[C@@H]23)cc1 | -1 | -2%[11.7 µM]
CCOC(=O)CCN1C(=O)[C@@H]2[C@H]3C(=CC[C@H]2C1=O)C(=O)[C@H]1O[C@H]1[C@H]3O | -1 | 1%[11.7 µM]
CCCCCCCCCCCCOCCOCCOCCOCCO | 0&4 | -19%&-3%
C[C@]12CCC3c4ccc(O)cc4CCC3C1CCC2OC(=O)CCC1CCCC1 (some centres undefined) | -5 | 41%[activator]
COc1ccc(-c2nc3cnc(N4CCNCC4)nc3n(-c3ccc(OC)cc3)c2=O)cc1 | 0 | 0%
COc1ccc(S(=O)(=O)NCCCC(=O)Nc2ccc(Sc3ccc(N)cc3)cc2)cc1 | -3 | ?
COc1ccc(/C=C/C(=O)c2ccc(O)cc2O)cc1OC | 0 | 62%[activator]
CC[C@@H](c1ccccc1)n1c(=O)n2n(c1=O)[C@H]1[C@H](O)[C@H]3O[C@H]3C(=O)[C@H]1CC2 | -3 | 3%[11.7 µM]
CCC(=O)OC1(C)C(=O)C=C2C=C(CCCCNC(=O)OC(C)(C)C)OC=C2C1=O (centres undefined) | -1 | -13%
CCOc1ccccc1-c1nnc2n1N=C(c1c(OC)cccc1OC)CS2 | 4 | -12%
NC1(C(=O)O)CCCC1 | -1&2 | 11%&5%
O=c1c(-c2ccc(Cl)cc2)nc2cnc(N3CCOCC3)nc2n1-c1ccccc1 | 2 | -14%
COC(=O)C/C=C/[C@@H](C)[C@H](O)c1ccccc1Br | -2 | 0%
COc1ccccc1-c1cncnc1Nc1ccc(F)cc1 | 3 | -11%
CN(CC[C@@H](Oc1ccc(C(F)(F)F)cc1)c1ccccc1)CC(=O)O | -3 | 13%
C[C@@H]1CC[C@H]2[C@H](C)[C@H]3CC[C@H]4C5[C@@H](O)CC6=CC(=O)CC[C@]6(C)[C@H]5C[C@H]4C3C(=O)N2C1 (some centres undefined) | 0 | ?
C[C@H](NC(=O)[C@@H](N)Cc1ccc(O)cc1)C(=O)NCC(=O)N[C@H]1CSSC[C@@H](C(=O)O)NC(=O)[C@H](CO)NC(=O)[C@H]([C@@H](C)O)NC(=O)[C@H](Cc2ccccc2)NC(=O)[C@H]([C@@H](C)O)NC(=O)[C@H](CCCCN)NC(=O)[C@@H](Cc2c[nH]c3ccccc23)NC(=O)[C@H](Cc2ccccc2)NC(=O)[C@H](Cc2ccccc2)NC(=O)[C@H](CC(N)=O)NC(=O)[C@H](CCCCN)NC1=O | 0 | 2%
CCOC(=O)[C@]1(C(NC(=O)OC)c2cccc(C)c2)CCCC1=O (some centres undefined) | -7 | 15%[11.7 µM]
CC(C)Oc1ccc2c(=O)cc(-c3ccccc3)oc2c1 | 3 | ?
COc1ccc(-c2nc3cnc(N4CCN(C)CC4)nc3n(-c3ccc(OC)cc3)c2=O)cc1 | -1 | -3%
CN(C)c1ccc(O)c2c1C[C@H]1C[C@H]3[C@@H](N(C)C)C(=O)C(C(N)=O)=C(O)[C@]3(O)C(=O)C1=C2O | -13 | 14%[24.8 µM]
CO[C@H]1COC(=O)CCC[C@@H](C)[C@H](OC)COC(=O)[C@@H](C)NC(=O)C/C=C\[C@@H]1C | 2 | 6%[11.7 µM]
NCCC[C@@H](CC(=O)N[C@@H]1CCCC[C@H]1C(=O)N[C@H](CC(=O)N[C@@H](CCC(=O)O)CC(=O)O)Cc1ccccc1)NC(=O)C[C@H](Cc1c[nH]c2ccccc12)NC(=O)[C@@H]1CCCC[C@H]1N | 0 | -12%
NCC(=O)N[C@@H](CCCN=C(N)N)C(=O)NCC(=O)N[C@@H](CC(=O)O)C(=O)N[C@@H](CO)C(=O)N1CCC[C@H]1C(=O)O | -2 | 16%
COc1ccc(C(=O)N2CCC3(CCN(C(=O)Nc4cccc(F)c4)CC3)CC2)cc1 | 4 | -1%
COc1ccccc1CCn1c(=O)c(-c2ccccc2)nc2cncnc21 | -2 | 17%
Cc1noc(C)c1-c1cncnc1NCCN1CCOCC1 | 4 | 0%
Cc1ccccc1C1CC(=O)Oc2ccc(O)cc21 (centres undefined) | -2 | 47%[activator][94.6 µM]
COc1ccc(-c2nc3cncnc3n(-c3ccccc3)c2=O)cc1 | 0 | 3%
COc1ccccc1-c1cc(Nc2ccn[nH]2)ncn1 | -2 | 18%
OCCN1CCN(CC/C=C2\c3ccccc3Sc3ccc(C(F)(F)F)cc32)CC1 | -1 | -13%[24.8 µM]
COc1ccc(-c2nnc3n2N=C(c2cc(OC)ccc2OC)CS3)c(OC)c1 | 0 | -14%
COc1ccc(Oc2ncc3nc(-c4cc(F)cc(F)c4)c(=O)n(C[C@H]4CCCO4)c3n2)cc1 | -5 | -13%
N#C[C@H](Cc1ccc(O)cc1)c1ccc(O)cc1 | 3 | 2%[24.8 µM]
FC(F)(F)c1ccccc1-c1nc(NC2CCNCC2)c2ccccc2n1 | 0 | 5%
O=c1c(-c2ccc(Cl)cc2)nc2cnc(N3CCOCC3)nc2n1C1CC1 | 2 | 13%
NCCCC[C@H](NC(=O)CNC(=O)[C@@H]1CCCN1C(=O)[C@H](Cc1ccc(O)cc1)NC(=O)CN)C(=O)N[C@@H](Cc1ccccc1)C(=O)O | 3 | -1%
CCC1(C)CC(=O)NC1=O (centres undefined) | 4 | -11%&4%
COc1ncc2nc(-c3ccc(F)cc3)c(=O)n(CCc3ccccc3)c2n1 | -1 | 9%
COc1cccc(C2=Nn3c(nnc3-c3cc(OC)ccc3OC)SC2)c1 | -1 | ?
O=C1[C@H]2[C@H]3[C@H](O)[C@H](O)C/C(=N/OC[C@@H](O)COCc4ccco4)[C@@H]3CC[C@@H]2C(=O)N1C[C@@H]1CCCO1 | 0 | 21%[11.7 µM]
COc1ccc(-c2c(O)c3cc(O)cc(O)c3oc2=O)cc1 | 1 | ?
COc1ccc(NC(=O)N2CCCC3(CCN(C(=O)c4csnn4)CC3)C2)cc1 | 2 | -7%
COc1ccc(Oc2ncc3nc(-c4cccs4)c(=O)n(Cc4cccc(OC)c4)c3n2)cc1 | -6 | 23%
c1ccc2c(c1)CCC[C@@H]2C1=NCCN1 | 1 | -1%[24.8 µM]
CC(C)(Cc1c[nH]c2ccccc12)NCC(O)COc1ccccc1C#N (centres undefined) | -3 | ?

Quoted at random: 2 records from the list, in no set order.
SMILES | Coupling enz | Menin-MLL TR inh
NCCCC[C@H](NC(=O)CNC(=O)[C@@H]1CCCN1C(=O)[C@H](Cc1ccc(O)cc1)NC(=O)CN)C(=O)N[C@@H](Cc1ccccc1)C(=O)O | 3 | -1%
O=C1[C@H]2[C@H]3[C@H](O)[C@H](O)C/C(=N/OC[C@@H](O)COCc4ccco4)[C@@H]3CC[C@@H]2C(=O)N1C[C@@H]1CCCO1 | 0 | 21%[11.7 µM]

Carrying on.
SMILES | Coupling enz | Menin-MLL TR inh
CCOC(=O)c1c(C)cc(O)c(C)c1O | 2 | 8%
CC(=O)NCCNc1ncncc1-c1ccccc1C | 0 | 14%
COC(=O)N1CCC2(CC1)CN(C(=O)Nc1ccccc1)C2 | 2 | 0%
Cc1cnc(CNc2nc(-c3cccc(NS(C)(=O)=O)c3)nc3ccccc23)cn1 | -4 | -4%
C[C@@]12CCc3occc3[C@H]1CC[C@@]13C[C@@H](CC[C@H]12)[C@@](O)(CO)C3 | -1 | -2%
O=P(O)(O)O[C@@H]1[C@H](O)[C@H](O)[C@@H](OP(=O)(O)O)[C@H](OP(=O)(O)O)[C@H]1O | 0 | 23%
CN(C)c1cc(-c2cccc(NS(C)(=O)=O)c2)ncn1 | 2 | -19%
COC(=O)CCC(=O)OC1(C)C(=O)C=C2C=C(c3ccc(C#N)cc3)OC=C2C1=O (centres undefined) | 1&3 | 9%&15%
O=C(O)CCC(=O)OC[C@@H](NC(=O)C(Cl)Cl)C(O)c1ccc([N+](=O)[O-])cc1 (some centres undefined) | 3 | 15%
C=C1CCC2C(CC2(C)C)C(=O)CCC1O (centres undefined) | 1 | -8%
COc1cccc(Nc2ncc3nc(CCc4ccccc4)c(=O)n(Cc4cccs4)c3n2)c1 | 1 | ?
CC[C@@H](c1ccccc1)n1c(=O)n2n(c1=O)[C@H]1[C@H](O)[C@H]3O[C@@H]3/C(=N/OC/C=C(\C)CCC=C(C)C)[C@@H]1CC2 | 1 | -17%[11.7 µM]
CCOC(=O)C1=C(c2ccccc2)c2cc(OC)ccc2OC1C(=O)OCC (centres undefined) | -1 | -17%
CC(C)=CCc1c(O)cc(C)oc1=O | 2 | -15%
COc1ccccc1-c1nc(N2CCOCC2)c2ccccc2n1 | 3 | 12%
CN(C)c1ncc2nc(-c3ccc(Cl)cc3)c(=O)n(Cc3cccs3)c2n1 | 3 | 5%
CC(C)[C@@H]1NC(=O)[C@@H](Cc2ccccc2)NC(=O)[C@H](CC(=O)O)NC(=O)CNC(=O)[C@H](CCCN=C(N)N)NC1=O | -2 | 12%
CC(=O)[C@@]1(O)CC[C@H]2[C@H]3C[C@@H](C)C4=CC(=O)C=C[C@]4(C)[C@@]3(F)[C@@H](O)C[C@]21C | 3 | 2%[24.8 µM]
COc1ccc2[nH]cc(CCNc3nc(-c4cccc(NS(C)(=O)=O)c4)nc4ccccc34)c2c1 | -1 | -1%
CCCC[C@@H]1CN2[C@H](c3ccc(Br)cc3)[C@H](C)CC[C@H]2C(=O)O1 | 2 | -15%[11.7 µM]
C[C@@H](c1ccccc1)N1C(=O)[C@H]2[C@H]3[C@H](O)[C@H](O)C/C(=N/NC(=O)OCc4ccccc4)[C@H]3CC[C@@H]2C1=O | -15 | 14%[11.7 µM]
CC1=CC23C(=O)C(C=C(CO)[C@@H](O)[C@]2(O)[C@H]1O)[C@H]1[C@@H](C[C@H]3C)C1(C)C (some centres undefined) | 0 | -10%
CO/N=C1/c2cc(OC)ccc2O[C@@H](c2cccc(OC)c2)[C@H]1O | 2 | -2%[11.7 µM]
COc1ccc(O[C@H]2C=C[C@@H](c3ccccc3)O[C@H]2COC(=O)CC/C(C)=N\OC[C@@H](O)[C@H]2O[C@H]3OC(C)(C)O[C@H]3[C@@H]2O)cc1 | 1 | 0%[11.7 µM]

2 neighbouring compounds already listed:
SMILES | Coupling enz | Menin-MLL TR inh
C[C@@H](c1ccccc1)N1C(=O)[C@H]2[C@H]3[C@H](O)[C@H](O)C/C(=N/NC(=O)OCc4ccccc4)[C@H]3CC[C@@H]2C1=O | -15 | 14%[11.7 µM]
CC1=CC23C(=O)C(C=C(CO)[C@@H](O)[C@]2(O)[C@H]1O)[C@H]1[C@@H](C[C@H]3C)C1(C)C (some centres undefined) | 0 | -10%

Continued.
SMILES | Coupling enz | Menin-MLL TR inh
CC(C)C[C@@H](CC(=O)N[C@@H](CCC(=O)O)CC(=O)O)NC(=O)[C@@H]1CNCC[C@H]1NC(=O)C[C@@H](NC(=O)C[C@H](Cc1ccccc1)NC(=O)[C@@H]1CCCC[C@H]1N)C(C)C | 6 | 7%
COc1cccc([C@@H]2Oc3ccc(OC)cc3/C(=N/OC[C@@H](O)COCc3ccco3)[C@@H]2O)c1 | 0 | -5%[11.7 µM]
CCN1C(=O)[C@H]2[C@H]3[C@H](O)[C@H](O)C/C(=N/O[C@@H](C)c4cn([C@H](CO)Cc5ccccc5)nn4)[C@@H]3CC[C@@H]2C1=O | 0&2 | 11%&-2%[11.7 µM]
COc1ccc(C2=Nn3c(nnc3-c3ccc(OC)cc3OC)SC2)cc1 | 0 | -27%
COC(=O)N1CCC[C@@]2(CCN(c3ccccc3)C2)C1 | 0 | -16%
O=C(O)COc1cccc(-c2ocnc2-c2nc(-c3ccccc3)c(-c3ccccc3)o2)c1 | 21 | ?
COCC(=O)N1CCC[C@@]2(CCN(c3ccccc3)C2)C1 | 2 | -12%
Cn1c(=O)c(-c2cc(F)cc(F)c2)nc2cnc(Nc3ccccc3)nc21 | 4 | 2%
C[C@H](O)C(N)C(=O)O (some centres undefined) | 2&5 | 8%&0%
COc1ccc(C(=O)N2CCC3(CC2)CN(Cc2ccc(C#N)cc2)C3)cc1 | 1 | -9%
COC(=O)NC(CCc1ccccc1)C(C(C)=O)C(=O)OC (centres undefined) | -2 | 14%
CC(C)=CCc1c(O)cc2oc(C)cc(=O)c2c1O | 1 | -24%
COc1ccc(COC(=O)N/N=C2/C[C@@H](O)[C@@H](O)[C@@H]3[C@H]4C(=O)N(c5ccc(F)cc5F)C(=O)[C@@H]4CC[C@@H]23)cc1 | 0 | 8%[11.7 µM]
CC(C)[C@@H](CC(=O)N[C@@H]1CCCC[C@H]1C(=O)N[C@H](CC(=O)N[C@@H](CCC(=O)O)CC(=O)O)Cc1ccccc1)NC(=O)C[C@H](Cc1ccccc1)NC(=O)[C@@H]1CCCC[C@H]1N | -1 | 4%
COCC(=O)N1CCC2(CC1)CN(Cc1ccccc1OC)C2 | 0 | -7%
CCN1C(=O)[C@H]2[C@H]3[C@H](O)[C@H](O)C/C(=N/OC[C@@H]4O[C@H](c5ccccc5)C=C[C@@H]4Oc4ccc(OC)cc4)[C@@H]3CC[C@@H]2C1=O | -2 | -12%[11.7 µM]
CC[C@@H](c1ccccc1)n1c(=O)n2n(c1=O)[C@H]1[C@H](O)[C@H]3O[C@@H]3/C(=N/OCC(C)C)[C@@H]1CC2 | 6 | 2%[11.7 µM]
Clc1ccc2c(c1)N=C(N1CCNCC1)c1ccccc1N2 | 0 | 0%[24.8 µM]
COc1ccc(C(C)=O)c(O)c1 | 2 | -16%
COc1c(O)cc2c(=O)oc3c(OC)c(O)cc4c(=O)oc1c2c34 | 11 | ?
